RSV antiviral HEp-2: RSV antiviral activity via CPE protection, HEp-2 cells, primary 10 µM value included (AID 2391); HEp-2 cells, RSV-induced CPE inhibition; higher % means a stronger effect; 310,000 tested, 0.13% active; CPE inhibition, % at 10 µM, or IC50 in µM where a hit was titrated; in the data active = a potency from the dose series; inconclusive = CPE inhibition mostly from about 23% at the one dose, without a potency; inactive = the rest, 99 in 100 with CPE inhibition below about 21%; note: strong numbers were not always called active
MgcRacGAP inhibition: MgcRacGAP GTPase-activating activity inhibitors, confirmation, biochemical, ADP Hunter fluorescence; Rac GTPase-activating protein 1 (Homo sapiens); MgcRacGAP-stimulated Rac1 GTP hydrolysis, ADP Hunter fluorescence; higher % means a stronger effect; GST-tagged Rac1 F28L mutant substrate; inhibition, % at 30 µM, or IC50 in µM where a hit was titrated; 340,000 tested, 0.6% active;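 active = first-screen hits whose inhibition reached a set limit at any dose in the follow-up dose series; inconclusive = inhibition above the set first-screen limit but never retested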;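 note: fluorescence reports GDP produced by GAP-driven GTP hydrolysis; strong numbers were not always called active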
Siah-1 displacement: Siah-1 peptide-binding antagonists, primary screen, biochemical, fluorescence polarization, rhodamine-plectin, uHTS (AID 1817). one-dose displacement, % at 20 µM; IC50 in µM for titrated hits. 290,000 tested, 0.02% active. Siah-1 / rhodamine-plectin peptide fluorescence polarization; higher % means a stronger effect. E3 ubiquitin-protein ligase SIAH1 (Homo sapiens);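 active = displacement of at least 50% at 20 µM, with a fluorescence ratio check between 0.3 and a set limit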;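 note: plate controls were Siah plus tracer with DMSO for no effect and tracer alone without Siah for full effect; strong numbers were not always called active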
XIAP antagonists: XIAP antagonists, biochemical, IAP family, fluorescence polarization (AID 1018) | E3 ubiquitin-protein ligase XIAP (Homo sapiens) | XIAP BIR domain, fluorescence polarization peptide displacement; higher % means a stronger effect | one-dose displacement, % at 20 µM; IC50 in µM for titrated hits | 200,000 tested, 0.007% active; in the data active = displacement above about 50%; note: a part of the inactive calls stands beside numbers as strong as those of hits
Large T inhibition: SV40 large T antigen inhibitors, biochemical (AID 1903). SV40 large T antigen ATPase/helicase inhibition assay; higher % means a stronger effect. inhibition, % at 20 µM, or IC50 in µM where a hit was titrated. 310,000 tested, 0.39% active; in the data active = a potency from the dose series; inconclusive = inhibition mostly from about 32% at the one dose, without a potency; inactive = the rest, 99 in 100 with inhibition below about 32%; note: strong numbers were not always called active
AID2073: inhibitors of Mint1-CaV2.2 protein interaction, biochemical, HTRF (AID 2073). HTRF protein-protein interaction, Mint1-CaV2.2; higher % means a stronger effect. one-dose inhibition, % at 20 µM; IC50 in µM for titrated hits. Voltage-dependent N-type calcium channel subunit alpha-1B (Homo sapiens). 290,000 tested, 0.19% active; in the data active = inhibition mostly above about 51%, no sharp cut-off; inconclusive = no clear call, values can overlap the other calls; inactive = mostly below about 53%; note: some results filed as inactive read as strong as hits
LYP phosphatase: inhibitors of LYP phosphatase, biochemical, fluorescence intensity, uHTS (AID 1779). Tyrosine-protein phosphatase non-receptor type 22 (Homo sapiens). recombinant LYP phosphatase, fluorescence intensity; higher % means a stronger effect. inhibition, % at 11.5 µM, or IC50 in µM where a hit was titrated. 290,000 tested, 0.054% active; in the data active = inhibition above about 50%;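 note: plate controls were vehicle with enzyme for no effect and no enzyme for full effect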
HIV fusion peptide: inhibitors of HIV fusion peptide binding, primary screen, biochemical, uHTS, fluorescence dequenching (AID 1986) | cell-free peptide binding, fluorescence dequenching, 30 min; higher % means a stronger effect | inhibition, % at 20 µM, or IC50 in µM where a hit was titrated | 290,000 tested, 0.3% active; in the data active = inhibition mostly above about 52%, no sharp cut-off; inactive = mostly below about 76%; note: some results filed as inactive read as strong as hits
Dengue-2 NS5 capping: Dengue-2 NS5 methyltransferase inhibitors, primary screen, biochemical, confirmation dose response (AID 588689). Dengue-2 NS5 methyltransferase capping enzyme assay, biochemical; higher % means a stronger effect. one-dose inhibition, % at 25 µM; IC50 in µM for titrated hits. 340,000 tested, 0.3% active; in the data active = a potency from the dose series; inconclusive = inhibition above about 29% without an active follow-up result
Starred values were filed as active, the others as inactive; ? = inconclusive; . = no result given.

RSV antiviral HEp-2 | MgcRacGAP inhibition | Siah-1 displacement | XIAP antagonists | Large T inhibition | AID2073 | LYP phosphatase | HIV fusion peptide | Dengue-2 NS5 capping | molecule
1.2% | 3% | 36% | -4.3% | 7% | 7% | -3% | 0.8% | -1% | Cc1c(NC(=O)C(C)OC(=O)/C=C/c2ccccc2)c(=O)n(-c2ccccc2)n1C (configuration not stated)
1.2% | 0% | 6% | -4.4% | 11% | -7% | -4% | 2.5% | 6% | CCN1CCN(CC(=O)c2c(C)n(C)c3ccc(OC)cc23)CC1
-0.4% | 7% | 3% | -4.6% | . | -1% | -8% | 0.0% | -10% | OCCC1CN(C2CCSCC2)CCN1C1CCCC1 (configuration not stated)
1.2% | . | -6% | -9.8% | 15% | 12% | 74%* | -1.4% | . | Cc1cc(NC(=O)Cn2c(=O)n(CCCCC(=O)NC3CCN(Cc4ccccc4)CC3)c(=O)c3ccccc32)n[nH]1
1.4% | 4% | -3% | . | 10% | 4% | -8% | -0.6% | -2% | O=C(O)c1ccc(Oc2ccccc2)o1
1.3% | -5% | -1% | -3.0% | 4% | 1% | -9% | -0.9% | -6% | Cc1nc(NC(=O)C(C)Oc2cccc(Cl)c2)sc1C(=O)N(C)C (configuration not stated)
-2.0% | 6% | -3% | -5.4% | 23% | 8% | 3% | -0.3% | -4% | CCN(CC)S(=O)(=O)c1ccc2c(c1)[nH]c(=S)n2CC
21% | 6% | -1% | -0.4% | 9% | 8% | 8% | -1.1% | -8% | CCOc1ccc2nc(NC(=O)CS(=O)(=O)c3ccc(C)cc3)sc2c1
3.7% | 9% | 10% | . | 8% | 2% | -4% | 1.4% | 1% | Cc1nc(-c2noc(-c3ccccc3Cl)n2)c(C(F)(F)F)o1
13% | -16% | 5% | -5.3% | 7% | 24% | 5% | 1.5% | 4% | CCN(CC)S(=O)(=O)c1cccc(NC(=O)c2cc(-c3cccs3)nn2-c2ccccc2)c1
5.5% | 1% | 12% | . | 17% | 2% | -12% | 0.5% | 4% | Cc1ccccc1NC(=O)CN1C(=O)CSc2ccccc21
2.4% | 1% | 0% | . | 9% | 10% | -9% | 0.0% | 4% | COc1ccccc1OC(C)C(=O)Nc1ccccc1C(=O)NCC1CCCO1 (configuration not stated)
0.9% | 8% | 20% | -8.7% | 4% | 8% | -8% | 1.6% | -4% | Cc1cc([N+](=O)[O-])ccc1NC(=O)C(C)[n+]1ccccc1 (configuration not stated)
. | 5% | -5% | -1.8% | -3% | -5% | 0% | -0.7% | 7% | COCCCNC(=O)C(Cc1ccccc1)NS(=O)(=O)c1ccc2c(c1)c(=O)n(C)c(=O)n2C (configuration not stated)
3.9% | 6% | -4% | . | 2% | 2% | -6% | -1.5% | -10% | COc1cccc(NC(=O)N2C3CCCC2CC(NC(=O)C2CC2)C3)c1 (configuration not stated)
1.8% | 9% | -2% | -5.5% | 13% | 25% | -8% | 1.2% | -8% | CC(C)CNC(=O)c1c(N)n(/N=C/c2ccccn2)c2nc3ccccc3nc12
6.3% | 5% | -3% | -6.6% | 7% | 12% | -2% | 0.0% | 3% | CCOC(=O)c1nnc(-c2ccc(C)cc2)nc1Sc1ccc(Cl)cc1
8.3% | 4% | 2% | -4.1% | 11% | 38% | 1% | -0.5% | 3% | COc1ccccc1C(=O)Nc1sc2c(c1C(=O)NCc1ccco1)CCCC2
1.3% | 10% | 12% | -0.1% | 14% | -7% | 3% | -2.4% | -6% | Nc1ncncc1-c1ccc([N+](=O)[O-])cc1
0.3% | 5% | 0% | . | -5% | 8% | -5% | -0.3% | 1% | O=C(NC1CCSc2ccccc21)c1ccccc1Cl (configuration not stated)

RSV antiviral HEp-2 | MgcRacGAP inhibition | Siah-1 displacement | XIAP antagonists | Large T inhibition | AID2073 | LYP phosphatase | HIV fusion peptide | Dengue-2 NS5 capping | molecule
0.4% | 11% | 5% | -3.0% | 5% | 0% | -7% | -0.2% | 2% | CCOc1ccc(-c2cc(C(=O)NN=C3CCN(C)CC3)[nH]n2)cc1
-3.5% | 3% | . | . | 31% | . | . | . | -2% | NC(=O)c1cc([N+](=O)[O-])ccc1NCc1ccc(O)cc1
-0.7% | -11% | 17% | . | 10% | 13% | 1% | 4.9% | 6% | O=C(O)COc1ccccc1/C=N/NC(=O)CSc1nnc(SCc2ccccc2)s1
3.9% | 2% | 9% | -4.0% | 9% | 42% | -47% | 0.7% | -10% | Cc1cc(-c2ccc(C(=O)O)s2)cnc1N
-3.2% | 6% | -2% | . | 7% | -3% | 6% | -1.0% | -3% | CNC(=S)N1N=C(c2cccs2)CC1c1ccc(F)cc1 (configuration not stated)
15% | 5% | 0% | 3.8% | 18% | -6% | -11% | -1.8% | -1% | N#Cc1c2n(c3c(=O)n(Cc4ccc(Cl)cc4)cnc13)CCCC2
0.8% | 5% | 6% | -5.2% | 7% | 3% | -7% | 1.7% | -1% | CCO[C@@H]1OC(C(=O)N2CCOCC2)=C[C@H](c2coc3ccccc3c2=O)[C@H]1CCCO
0.5% | 1% | 7% | . | -2% | 1% | -8% | -2.3% | 1% | O=C(NNC(=O)c1cc2ccccc2oc1=O)c1ccccc1[N+](=O)[O-]
0.1% | -2% | -5% | -11% | 12% | -1% | -3% | -2.1% | -4% | NC(=O)C[n+]1cccc(CNC(=O)c2ccc(OC(F)F)cc2)c1
13% | 1% | 3% | -8.3% | 5% | -2% | -4% | -0.6% | 0% | O=C(CN1C(=O)/C(=C/c2ccccc2F)Sc2ccccc21)NCc1cccnc1
5.4% | -2% | -3% | -3.1% | 24% | 8% | -2% | -0.3% | -13% | CCS(=O)(=O)Nc1cccc(C2=NN(S(=O)(=O)c3ccc(C)cc3)C(c3cccs3)C2)c1 (configuration not stated)
2.0% | 0% | -3% | -5.6% | 18% | 4% | -5% | 1.9% | -1% | Cc1c(C(=O)O)oc2c1/C(=N\O)CCC2
0.6% | 6% | 14% | . | 15% | 2% | -9% | -0.6% | 0% | COc1ccccc1C(=O)NCCC(=O)Nc1cccc(C)n1
2.8% | 9% | -1% | . | 10% | -13% | -4% | -0.4% | -1% | CCOC(=O)C1CCN(C(=O)c2cc3cc(F)ccc3[nH]2)CC1
7.6% | ? | -2% | -8.9% | 32% | 20% | 7% | 45% | 20% | COc1cc(/C=C2\C(=O)ON=C2c2ccccc2)cc(Cl)c1O
0.5% | 9% | 2% | -1.0% | 3% | 20% | -3% | 2.6% | -5% | Cc1cc(C)n(C(=O)CN2C(=O)CCC2=O)n1
4.9% | 11% | -3% | . | 21% | -7% | 1% | 1.6% | -3% | CCOc1ccccc1NC(=S)NC(=O)C1CCCCC1
1.8% | 0% | . | . | 10% | . | . | . | -2% | C#CCOCCOCCOCCNc1nc(N2CCN(C(=O)Cn3cc(CCCN=C(N)N)nn3)CC2)nc(N2CCN(C(=O)[C@H](CCCCN)n3cc(CCCC)nn3)CC2)n1
1.5% | -8% | 8% | . | 9% | 6% | -3% | 1.6% | -2% | CC1CC(CCN)(c2ccccc2)C(C)CN1C (configuration not stated)
5.7% | 5% | 1% | 1.2% | 3% | -1% | -2% | 2.8% | 5% | COc1ccc(/C=C/C(=O)Nc2c(C)nn(C)c2C)cc1COc1ccc(Br)cc1

Part of the list above, showing only RSV antiviral HEp-2.
SMILES	RSV antiviral HEp-2
CCOc1ccc(-c2cc(C(=O)NN=C3CCN(C)CC3)[nH]n2)cc1	0.4%
O=C(NNC(=O)c1cc2ccccc2oc1=O)c1ccccc1[N+](=O)[O-]	0.5%
CNC(=S)N1N=C(c2cccs2)CC1c1ccc(F)cc1 (configuration not stated)	-3.2%

(list continues)
RSV antiviral HEp-2 | MgcRacGAP inhibition | Siah-1 displacement | XIAP antagonists | Large T inhibition | AID2073 | LYP phosphatase | HIV fusion peptide | Dengue-2 NS5 capping | molecule
1.8% | 4% | 0% | -2.3% | 9% | -4% | -8% | -2.7% | -11% | COc1ccc(S(=O)(=O)CCC(=O)Nc2cc(C)ccc2OC)cc1
-1.2% | 4% | 76%* | 3.8% | 7% | -14% | -1% | 4.7% | 2% | O=C(COC(=O)c1ccc2c(c1[N+](=O)[O-])C(=O)c1ccccc1C2=O)NC1CC1
39% | 4% | -4% | -3.9% | 7% | 2% | 0% | 7.5% | 4% | COc1ccccc1NC(=O)COC(=O)c1ccccc1C(=O)N1CCN(c2ccccc2)CC1
6.0% | 3% | 15% | -4.6% | 6% | 2% | -5% | 0.6% | -13% | Cc1ccc(S(=O)(=O)N2CCN(C(=O)N(C)C)CC2)cc1
-0.1% | 3% | -7% | -8.7% | . | 6% | -7% | 6.6% | 6% | CCOC(=O)c1cc2c(ccn2C)n1CC(=O)Nc1ccc(F)cc1
-0.1% | 7% | 4% | . | 4% | 10% | -2% | -1.3% | 6% | Nc1cc([N+](=O)[O-])ccc1N1C(=O)CCCC1=O
2.2% | 9% | 4% | . | 5% | -6% | -3% | 0.1% | -9% | CCc1cccc(NS(=O)(=O)c2ccc3c(c2)N(C)CCO3)c1
3.3% | 3% | . | . | 12% | . | . | . | -1% | O=C(COc1coc(CN2CCc3ccccc32)cc1=O)Nc1ccccc1
-0.4% | 2% | 3% | 1.2% | -1% | 3% | -4% | 2.2% | -6% | C1CCCN(CCCCN2CCCCCC2)CC1
12% | 2% | . | . | 13% | . | . | . | -3% | CCN(CC(=O)NCc1ccc(Cl)cc1)C(=O)COc1ccc(Cl)cc1Br
6.9% | 10% | -6% | . | 5% | 3% | 6% | 1.4% | -17% | N#CCCN(CCC#N)S(=O)(=O)c1ccc(C(=O)Nc2nc(-c3ccccc3)c(C(=O)c3ccccc3)s2)cc1
6.9% | 7% | -2% | -6.8% | 10% | 2% | -10% | 1.1% | . | CCCC1C(C(=O)OCC)=C(C)NC(C)=C1C(=O)OCC
-1.6% | 4% | . | . | 26% | . | . | . | -12% | CC(OC(=O)CN1C(=O)NC2(CCCC2)C1=O)C(=O)Nc1cccc(Cl)c1Cl (configuration not stated)
2.2% | 5% | 6% | -6.5% | 5% | 5% | -1% | 2.8% | -1% | COc1cc(C(=O)NCc2nnc(SCC(=O)Nc3nccs3)o2)cc(OC)c1OC
13% | 3% | 45% | -8.4% | 1% | 17% | 8% | 71%* | 18% | COc1ccc(/C=C2\C(=O)NC(=S)N2C(=O)c2ccc(F)cc2)cc1
9.3% | 5% | -3% | -2.2% | 3% | -12% | 3% | 0.7% | -5% | Clc1ccc(-c2nn3c(C4COc5ccccc5O4)nnc3s2)cc1 (configuration not stated)
0.1% | 4% | -2% | -3.9% | 1% | 2% | -5% | 0.2% | -2% | O=C(CN1CCC(n2nnc3cc(F)ccc32)CC1)NCCc1nc2ccccc2[nH]1
0.6% | 11% | 1% | -4.3% | 22% | 23% | 0% | 1.4% | -6% | O=C(O)CCc1ccc(-c2cccs2)n1NC(=O)c1ccc(Cl)cc1Cl
-0.2% | 5% | 3% | -5.8% | 15% | 4% | 3% | 2.2% | -9% | O=C(c1ccccc1)N1CCN(c2n[nH]c(=O)[nH]c2=O)CC1
3.1% | 10% | -3% | . | 14% | 1% | -8% | -1.2% | -5% | Cc1[nH]c2ccc(F)cc2c1CCN1C(=O)OC(C)(C)C1(C)O (configuration not stated)

Screens from PubChem.
